PV pol inh – poliovirus RdRp elongation inhibitors, primary screen, biochemical, fluorescence polarization, total intensity | Genome polyprotein (Poliovirus type 1 (strain Mahoney)), P03300 | poliovirus polymerase elongation; active compounds read low | % elongation, % (compound at 16.7 µg/mL) | 0.66% of 150,000 active; in the data active = % elongation below about 90%; also: some results filed as inactive read as strong as hits
Target sequence (P03300 1749-2209 limits assumed): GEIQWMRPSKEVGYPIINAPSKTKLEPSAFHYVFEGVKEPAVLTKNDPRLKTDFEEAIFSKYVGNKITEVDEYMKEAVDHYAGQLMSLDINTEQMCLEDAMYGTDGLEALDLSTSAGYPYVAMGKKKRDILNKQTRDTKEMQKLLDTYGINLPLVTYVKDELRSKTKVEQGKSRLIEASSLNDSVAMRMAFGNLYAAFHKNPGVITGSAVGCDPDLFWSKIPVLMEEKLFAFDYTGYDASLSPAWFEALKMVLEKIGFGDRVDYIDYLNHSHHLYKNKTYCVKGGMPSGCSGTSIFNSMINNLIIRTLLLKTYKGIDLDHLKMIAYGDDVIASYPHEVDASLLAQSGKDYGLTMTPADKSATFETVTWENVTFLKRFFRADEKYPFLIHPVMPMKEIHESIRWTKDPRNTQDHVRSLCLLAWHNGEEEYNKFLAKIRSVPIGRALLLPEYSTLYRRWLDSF
PV pol inh FP z-score – recorded beside PV pol inh, whose call it bears; z-score; measured here: FP z-score; hits read low
An asterisk follows results filed as active.

What do the screens show for `O=C(C1CCN(S(=O)(=O)N2CCCCC2)CC1)N1CCCCC1`?
PV pol inh: 99.0; PV pol inh FP z-score: -1.9

How did CN1CCC(N(C)C(=O)c2ccc(Cl)c(S(=O)(=O)N3CCc4ccccc43)c2)CC1 do in these assays?
PV pol inh: 100.0; PV pol inh FP z-score: -0.3

Results for CCN1CCN(C2=Nc3c(Cl)cc(Cl)c4cccc2c34)CC1 ?
PV pol inh: 45.0; PV pol inh FP z-score: -6.5

What do the screens show for `CC(C)NC(=O)Nc1ccc2snnc2c1`?
PV pol inh: 102.0; PV pol inh FP z-score: -0.1

How did N#CC(C#N)=C(N)C(C#N)Cc1ccc(Cl)cc1 (configuration not stated) do in these assays?
PV pol inh: 100.0; PV pol inh FP z-score: -0.2

How did COc1ccc(N2CCN(C(CNC(=O)Oc3ccccc3)c3cccnc3)CC2)cc1 (configuration not stated) do in these assays?
PV pol inh: 99.0; PV pol inh FP z-score: -0.8

Results for C=C(CO)C1Cc2c(ccc3c(=O)c4c(oc23)COc2cc(OC)c(OC)cc2-4)O1 (configuration not stated) ?
PV pol inh: 103.0; PV pol inh FP z-score: 0

Results for Cc1nc(C(=O)NNc2ccc(F)cc2)c(C(F)(F)F)o1 ?
PV pol inh: 102.0; PV pol inh FP z-score: 0.4

Results for Cc1ccc2c(c1)c1nc3ccccc3nc1n2CC(=O)OCc1ccccc1 ?
PV pol inh: 102.0; PV pol inh FP z-score: -0.3

Results for Cc1cccc(OCc2nnc(SCC(=O)Nc3ccc(C)cc3C)o2)c1 ?
PV pol inh: 110.0; PV pol inh FP z-score: -0.1

Results for Cc1ccc(N2CCN(C(=O)C(c3ccccc3)c3ccccc3)CC2)cc1Cl ?
PV pol inh: 102.0; PV pol inh FP z-score: -0.3

How did Cc1ccc(/C=C(\C#N)C(=O)Nc2ccc(Br)cc2)o1 do in these assays?
PV pol inh: 112.0; PV pol inh FP z-score: 0.9

How did O=C(CCN1CCc2ccccc2C1)c1ccc2c(c1)OCCO2 do in these assays?
PV pol inh: 102.0; PV pol inh FP z-score: 0.3

How did O=C(O)c1cc(S(=O)(=O)Nc2ccc(O)cc2)ccc1O do in these assays?
PV pol inh: 98.0; PV pol inh FP z-score: -0.4

What do the screens show for `COc1ccc(Cl)cc1C(=O)NCc1nnnn1-c1ccccc1`?
PV pol inh: 110.0; PV pol inh FP z-score: 0.3

How did COc1ccc(-c2noc(CC(=O)N(C)Cc3ccco3)n2)cc1 do in these assays?
PV pol inh: 106.0; PV pol inh FP z-score: 2.1

How did COc1ccccc1NC(=O)C(C)Sc1nc(C)cs1 (configuration not stated) do in these assays?
PV pol inh: 101.0; PV pol inh FP z-score: -0.2

How did Cc1cc(-c2ccc(C)c(S(=O)(=O)N3CCCc4ccccc43)c2)on1 do in these assays?
PV pol inh: 101.0; PV pol inh FP z-score: -0.2

How did COc1ccccc1OC(C)C(=O)N1CCN(CCc2ccccn2)CC1 (configuration not stated) do in these assays?
PV pol inh: 109.0; PV pol inh FP z-score: 0.2

What do the screens show for `CCn1nccc1NC(=O)Cc1ccc(Cl)cc1`?
PV pol inh: 102.0; PV pol inh FP z-score: 0.1

How did O=C(Nc1ccc(Br)cc1)C1CC1 do in these assays?
PV pol inh: 99.0; PV pol inh FP z-score: -0.4

How did O=C(Cn1ncn2cccc2c1=O)NCc1cccc(Br)c1 do in these assays?
PV pol inh: 107.0; PV pol inh FP z-score: -0.1

What do the screens show for `CCC(C)n1c(=N)c(S(=O)(=O)c2ccccc2)cc2c(=O)n3ccccc3nc21` (configuration not stated)?
PV pol inh: 108.0; PV pol inh FP z-score: 1

Results for CC(C)OC(=O)C1C(=O)NC23CCCCC2C1c1ccccc1O3 (configuration not stated) ?
PV pol inh: 104.0; PV pol inh FP z-score: 0.4

How did O=C(NC1CCCCCC1)C1c2ccccc2C(=O)N1Cc1cccnc1 (configuration not stated) do in these assays?
PV pol inh: 102.0; PV pol inh FP z-score: 0.2

How did COc1ccc(C(=O)Nc2ccccc2C(=O)NC(C(=O)NCc2ccco2)C(C)C)cc1 (configuration not stated) do in these assays?
PV pol inh: 101.0; PV pol inh FP z-score: -0.1

What do the screens show for `CC(C)Oc1ccccc1CN`?
PV pol inh: 101.0; PV pol inh FP z-score: -0.2

What do the screens show for `O=C(/C=C/Nc1ccc(S(=O)(=O)N2CCCCC2)cc1)C(F)(F)F`?
PV pol inh: 99.0; PV pol inh FP z-score: -0.5

Results for COC(=O)CC(=O)CSc1cc(C)c(C#N)c2nc3ccccc3n12 ?
PV pol inh: 112.0; PV pol inh FP z-score: 1.6

Results for N/C(=N\OC(=O)c1ccc2nsnc2c1)c1nonc1N ?
PV pol inh: 102.0; PV pol inh FP z-score: 0.1

Results for CN(C)c1ccc(/C=C2\CCCC(=C3SCCS3)C2=O)cc1 ?
PV pol inh: 71.0; PV pol inh FP z-score: -10.2

How did CC1=C(C(=O)Nc2ccc(Cl)cc2)C(CC(C)C)n2nc(SCc3ccccc3C)nc2N1 (configuration not stated) do in these assays?
PV pol inh: 112.0; PV pol inh FP z-score: -0.1

How did CN(C)c1ccc(NC(=O)CN2C(=O)c3ccccc3Sc3ccc(C(=O)N4CCCC4)cc32)cc1 do in these assays?
PV pol inh: 113.0; PV pol inh FP z-score: 1.2

What do the screens show for `COc1ccc(NC(=O)C2CCCN(S(=O)(=O)c3ccc(Cl)cc3)C2)cc1` (configuration not stated)?
PV pol inh: 111.0; PV pol inh FP z-score: 1.1

Results for Cc1ccc(S(=O)(=O)n2c(=O)oc3ccccc32)cc1 ?
PV pol inh: 101.0; PV pol inh FP z-score: 0

Results for Cc1csc(SC(C)C(=O)NC(C)C)n1 (configuration not stated) ?
PV pol inh: 106.0; PV pol inh FP z-score: 0.5

Results for CC(=O)N1CCc2cc(S(=O)(=O)CCC(=O)N3CCN(c4cccc(C)c4C)CC3)ccc21 ?
PV pol inh: 112.0; PV pol inh FP z-score: 1

How did CSc1ccc(NC(=O)N2CCC(N3CCCCC3)CC2)cc1 do in these assays?
PV pol inh: 101.0; PV pol inh FP z-score: -0.6

How did COc1ccc(Cn2nnnc2CN2CCC(NC(=O)c3cccc(OC)c3)CC2)cc1 do in these assays?
PV pol inh: 102.0; PV pol inh FP z-score: 0.1

Results for Cc1ccc(CC(=O)c2cccnc2)cc1 ?
PV pol inh: 103.0; PV pol inh FP z-score: -0.2

Part of the list above in order of length of the SMILES, ascending:
How did COc1ccccc1NC(=O)C(C)Sc1nc(C)cs1 (configuration not stated) do in these assays?
PV pol inh: 101.0; PV pol inh FP z-score: -0.2

How did N#CC(C#N)=C(N)C(C#N)Cc1ccc(Cl)cc1 (configuration not stated) do in these assays?
PV pol inh: 100.0; PV pol inh FP z-score: -0.2

Results for CC(C)OC(=O)C1C(=O)NC23CCCCC2C1c1ccccc1O3 (configuration not stated) ?
PV pol inh: 104.0; PV pol inh FP z-score: 0.4

How did O=C(NC1CCCCCC1)C1c2ccccc2C(=O)N1Cc1cccnc1 (configuration not stated) do in these assays?
PV pol inh: 102.0; PV pol inh FP z-score: 0.2

Reprinted at random: 2 entries already listed, in no set order.
Results for CN(C)c1ccc(/C=C2\CCCC(=C3SCCS3)C2=O)cc1 ?
PV pol inh: 71.0; PV pol inh FP z-score: -10.2

How did O=C(Cn1ncn2cccc2c1=O)NCc1cccc(Br)c1 do in these assays?
PV pol inh: 107.0; PV pol inh FP z-score: -0.1

Later entries
Results for COc1ccc(-c2onc(C)c2C)cc1S(=O)(=O)NC1CCCCC1 ?
PV pol inh: 108.0; PV pol inh FP z-score: 0.3

Results for CCc1ccc2nc(N3CCC(C(=O)NCc4ccccc4)CC3)sc2c1 ?
PV pol inh: 103.0; PV pol inh FP z-score: 0.4

What do the screens show for `Cc1nc(COc2ccc(/C(N)=N/OC(=O)N(C)C)cc2)cs1`?
PV pol inh: 105.0; PV pol inh FP z-score: 0.9

How did COc1ccc(NC(=S)NC(=O)c2oc3ccccc3c2C)c(OC)c1 do in these assays?
PV pol inh: 100.0; PV pol inh FP z-score: -0.1

How did Cc1cc(C)n(C(=O)COc2ccccc2)n1 do in these assays?
PV pol inh: 105.0; PV pol inh FP z-score: 0.2

What do the screens show for `CC(NC(=O)Nc1ccccc1C(F)(F)F)c1c(-n2cccc2)sc2c1CCCC2` (configuration not stated)?
PV pol inh: 102.0; PV pol inh FP z-score: -1.1

Results for Cc1ccc(-n2ncc(C(=O)N3CCN(c4ncccn4)CC3)c2C2CCN(C(=O)OC(C)(C)C)CC2)cc1 ?
PV pol inh: 107.0; PV pol inh FP z-score: 0.3

Results for CC(C)OCCCNC(=O)CN1C(=O)COc2ccc(S(=O)(=O)N3CCOCC3)cc21 ?
PV pol inh: 98.0; PV pol inh FP z-score: -2.1

Results for N/C(CC(=O)Nc1ccc2c(c1)OCCO2)=N\O ?
PV pol inh: 106.0; PV pol inh FP z-score: 0.5

What do the screens show for `Cc1nc2sccn2c(=O)c1S(=O)(=O)N1CCc2ccccc21`?
PV pol inh: 102.0; PV pol inh FP z-score: 0

What do the screens show for `CSc1nc(C)cc(OCCO)n1`?
PV pol inh: 104.0; PV pol inh FP z-score: 0.5

How did O=C1CC(c2ccccc2)Cc2[nH]c(=O)c(C(=O)Nc3ccc(F)cc3)cc21 (configuration not stated) do in these assays?
PV pol inh: 108.0; PV pol inh FP z-score: 0.3

How did Cc1cc(-c2nc(C(=O)/C=C/N(C)C)cs2)no1 do in these assays?
PV pol inh: 106.0; PV pol inh FP z-score: 1

How did Cc1ccc(C(=O)COC(=O)c2cnccn2)cc1C do in these assays?
PV pol inh: 106.0; PV pol inh FP z-score: 0.4

How did CCN1CCc2c(sc(NC(=O)c3ccc(S(=O)(=O)N(C)C4CCCCC4)cc3)c2C(N)=O)C1 do in these assays?
PV pol inh: 105.0; PV pol inh FP z-score: -0.3

What do the screens show for `Cc1ccc(Cc2c[nH]c(=S)s2)cc1`?
PV pol inh: 103.0; PV pol inh FP z-score: 0.1

What do the screens show for `CSc1nc(-c2ccco2)nn1S(C)(=O)=O`?
PV pol inh: 100.0; PV pol inh FP z-score: -0.3

Results for CC1=NC2C(C=NN2c2ccccc2)C(SCC(=O)NCCc2ccc(F)cc2)=N1 (configuration not stated) ?
PV pol inh: 104.0; PV pol inh FP z-score: 0.6

How did CCn1c(=O)c2sccc2n2c(CCC(=O)Nc3ccc(OC)c(Cl)c3)nnc12 do in these assays?
PV pol inh: 109.0; PV pol inh FP z-score: 0.9

Results for Oc1ccc2ccccc2c1CNn1cnnc1 ?
PV pol inh: 99.0; PV pol inh FP z-score: -0.4

7 successive entries from above, for reference:
How did Cc1ccc(C(=O)COC(=O)c2cnccn2)cc1C do in these assays?
PV pol inh: 106.0; PV pol inh FP z-score: 0.4

How did CCN1CCc2c(sc(NC(=O)c3ccc(S(=O)(=O)N(C)C4CCCCC4)cc3)c2C(N)=O)C1 do in these assays?
PV pol inh: 105.0; PV pol inh FP z-score: -0.3

What do the screens show for `Cc1ccc(Cc2c[nH]c(=S)s2)cc1`?
PV pol inh: 103.0; PV pol inh FP z-score: 0.1

What do the screens show for `CSc1nc(-c2ccco2)nn1S(C)(=O)=O`?
PV pol inh: 100.0; PV pol inh FP z-score: -0.3

Results for CC1=NC2C(C=NN2c2ccccc2)C(SCC(=O)NCCc2ccc(F)cc2)=N1 (configuration not stated) ?
PV pol inh: 104.0; PV pol inh FP z-score: 0.6

How did CCn1c(=O)c2sccc2n2c(CCC(=O)Nc3ccc(OC)c(Cl)c3)nnc12 do in these assays?
PV pol inh: 109.0; PV pol inh FP z-score: 0.9

Results for Oc1ccc2ccccc2c1CNn1cnnc1 ?
PV pol inh: 99.0; PV pol inh FP z-score: -0.4

Next entries.
How did Cc1ccccc1/C=C(\C#N)c1nc(-c2ccc(Cl)cc2)cs1 do in these assays?
PV pol inh: 106.0; PV pol inh FP z-score: 0.6

Results for O=C(NCc1ccco1)c1ccc(-n2c(-c3ccccc3)cc3c2CCCC3)cc1 ?
PV pol inh: 98.0; PV pol inh FP z-score: -2.2

What do the screens show for `O=C(COc1ccc2c(c1)oc(=O)c1ccccc12)Nc1ccc(F)cc1`?
PV pol inh: 103.0; PV pol inh FP z-score: 0.6

Results for CCOc1ccccc1NC(=O)N1CCN(Cc2nc3ccc(C)cc3o2)CC1 ?
PV pol inh: 112.0; PV pol inh FP z-score: 1.3

Results for O=C(O)c1ccccc1C(=O)Nc1ccc2c(c1)OCCO2 ?
PV pol inh: 105.0; PV pol inh FP z-score: 0.7

How did Cc1cc(CN2CCC(C)CC2)cc(C)c1O do in these assays?
PV pol inh: 101.0; PV pol inh FP z-score: 0.1

What do the screens show for `Cc1ccc(C2OCC3(CO2)COC(c2ccc(C)cc2)OC3)cc1` (configuration not stated)?
PV pol inh: 105.0; PV pol inh FP z-score: 0.7

Results for O=C1Sc2cccc3cccc1c23 ?
PV pol inh: 102.0; PV pol inh FP z-score: 0.4

What do the screens show for `CS(=O)(=O)N(CC(=O)N1CCCC1)c1cccc(Cl)c1Cl`?
PV pol inh: 101.0; PV pol inh FP z-score: 0.1

What do the screens show for `O=C(COn1nnc2ccccc21)N1CCN(c2ccccc2)CC1`?
PV pol inh: 103.0; PV pol inh FP z-score: 0.1

What do the screens show for `CC(C)NC(=O)Cn1ccc2cc(S(=O)(=O)N3CCCCCC3)ccc21`?
PV pol inh: 106.0; PV pol inh FP z-score: -0.3

How did Cc1nn(C)c(C)c1/C=C/C(=O)N1CCCSc2ccccc21 do in these assays?
PV pol inh: 98.0; PV pol inh FP z-score: -0.5

Results for COCCn1cc(C(=O)N2CCC3(CC2)OCCO3)c2c3ccccc3n(C)c2c1=O ?
PV pol inh: 102.0; PV pol inh FP z-score: 0.2

What do the screens show for `CCN(C(=O)CSc1ncc(C#N)c(N)n1)c1ccccc1`?
PV pol inh: 99.0; PV pol inh FP z-score: -1.3

Assay outcomes deposited in PubChem BioAssay by ICCB-Longwood Screening Facility, Harvard Medical School.

Some of the compounds tested; count on the stated rates, not on these rows.
